# Assay outcomes from PubChem BioAssay.
# RAD52 anneal inh: blocks human RAD52 DNA annealing; P43351; inhibition, % at 18.7 µM; AID 651710; recombinant RAD52 DNA annealing, FRET fluorescence; 0.46% of 360,000 active;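 active means every replicate showing at least 50% inhibition; inconclusive means mean inhibition at least 50% but not in every replicate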
# Target sequence (P43351 whole entry, looked up): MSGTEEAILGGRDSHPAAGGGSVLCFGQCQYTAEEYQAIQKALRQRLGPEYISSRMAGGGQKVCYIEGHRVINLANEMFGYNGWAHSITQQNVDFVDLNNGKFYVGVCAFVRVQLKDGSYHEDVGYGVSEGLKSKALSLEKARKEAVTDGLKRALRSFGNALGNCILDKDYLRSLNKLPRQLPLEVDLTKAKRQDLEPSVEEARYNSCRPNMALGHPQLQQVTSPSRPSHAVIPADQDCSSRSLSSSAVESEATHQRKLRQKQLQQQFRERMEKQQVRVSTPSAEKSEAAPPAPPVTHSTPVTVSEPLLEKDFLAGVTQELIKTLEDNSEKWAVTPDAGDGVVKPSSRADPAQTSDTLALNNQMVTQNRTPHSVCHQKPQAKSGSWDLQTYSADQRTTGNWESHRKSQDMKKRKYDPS
# ERAP1 HTS inh: blocks human ERAP1 aminopeptidase activity | Q9NZ08 | recombinant ERAP1, Leu-AMC fluorescence, 60 min | inhibition, % at 10.7 µM | 0.15% of 340,000 active;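 active means mean replicate inhibition of at least 30%, or all replicates individually reaching that 30% level; inactive means mean below 30% and not every replicate reaching it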;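 further: 0% = neutral control wells and 100% = L-leucinethiol positive control wells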
# miR-122 sensor: miR-122 inhibition in Huh7 cells; Huh7 miR-122 Renilla luciferase sensor, 48 h; neutral wells = 0, positive control = 100; activation (reporter increase), % at 12.5 µM; 0.3% of 340,000 active;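 active means mean replicate activation score at least 90 and every replicate individually at or above 90; inconclusive means only one of the two criteria met; inactive means neither criterion met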;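 further: higher luciferase means less miR-122 activity so hits act as miR-122 inhibitors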
# PGC1a acetyl inh: lowers PGC1a acetylation signal in U2OS cells | AlphaScreen anti-acetyl-lysine; with virally co-expressed GCN5 acetyltransferase | inhibition, % at 15.6 µM | 0.17% of 350,000 active | AID 651687;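 active means every replicate shows inhibition of at least 40%; inconclusive means mean inhibition at least 40% but some replicate below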;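 further: 0% = neutral control wells and 100% = positive control wells; some results beyond the cut were filed as inactive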
# RAD54 branch: blocks human RAD54 Holliday junction branch migration. inhibition, % at 10.4 µM. Q92698. 0.14% of 360,000 active. AID 602329. FAM/BHQ fluorescence;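 active means mean normalized replicate activity at least 40 and at least half of replicates scoring 40 or more; inconclusive means only one of the two criteria met; inactive means mean below 40 and under half of replicates reaching 40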;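 further: 0% = median of neutral control wells and 100% = median of positive control wells; inhibitors cause a drop in the FAM fluorescence signal; in these data hits start at about 50%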
# E-selectin induc: induces E-selectin expression in human endothelial cells | activation, % at 7.58 µM | HUVEC E-selectin immunofluorescence imaging; normalized: neutral wells 0, TNF-alpha wells 100 | 0.37% of 260,000 active | P16581;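 active means mean E-selectin-positive cell signal at least 10% of the positive control, reached in at least 60% of replicates, without over 20% cell loss; inconclusive means no rule given, readout overlaps actives, possibly toxicity-flagged; inactive means the rest, including those meeting only one limit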;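 further: in these data hits start at about 27%; measured in HUVEC primary endothelial cells; signal is the percent of cells scored E-selectin positive by PE staining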
# Target sequence (P16581 whole entry, looked up): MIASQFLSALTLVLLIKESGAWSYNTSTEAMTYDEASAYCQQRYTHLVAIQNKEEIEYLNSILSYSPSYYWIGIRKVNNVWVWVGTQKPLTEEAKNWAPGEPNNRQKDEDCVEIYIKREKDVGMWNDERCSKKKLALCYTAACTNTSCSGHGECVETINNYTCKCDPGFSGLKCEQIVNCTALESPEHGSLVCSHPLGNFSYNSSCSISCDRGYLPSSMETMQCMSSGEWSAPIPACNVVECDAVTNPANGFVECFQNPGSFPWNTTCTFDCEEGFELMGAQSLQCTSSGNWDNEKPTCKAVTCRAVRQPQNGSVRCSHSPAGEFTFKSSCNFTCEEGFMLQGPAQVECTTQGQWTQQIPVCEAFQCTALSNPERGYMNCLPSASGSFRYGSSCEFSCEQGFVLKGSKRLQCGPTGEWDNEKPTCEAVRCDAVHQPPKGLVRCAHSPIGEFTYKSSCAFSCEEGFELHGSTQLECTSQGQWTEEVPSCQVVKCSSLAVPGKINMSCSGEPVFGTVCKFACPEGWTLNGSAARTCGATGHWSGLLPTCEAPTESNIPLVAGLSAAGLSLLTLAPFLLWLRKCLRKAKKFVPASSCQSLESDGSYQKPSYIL
#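 material = human umbilical vein endothelial cells (HUVEC), E-selectin induction | quantity = 3,000 cells/well | medium = EGM-2 growth medium on 0.1% gelatin-coated wells | technique = immunofluorescence imaging | read-out basis = % PE-positive cells | control set = TNF-alpha positive control, DMSO neutral control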
# PglD DTNB: inhibitors of Campylobacter jejuni PglD acetyltransferase. purified PglD enzyme, DTNB colorimetric CoA detection. inhibition, % at 12.5 µM. 0.098% of 360,000 active. AID 602405; in the data active means inhibition above about 16%, passing the limit was not always enough; inconclusive means no clear call, values can overlap the other calls; further: strong numbers were not always called active
# Cneo AK release: Cryptococcus neoformans lysis via adenylate kinase release; AID 651654; 0.2% of 360,000 active; C. neoformans lysis, adenylate kinase release luminescence, 4 h; normalised: neutral wells 0, clomiphene wells 100; lysis activity, % at 15 µM;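 active means mean lysis activity across replicates of at least 80%, whatever share of replicates individually reach that level; inactive means mean lysis activity below 80%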
#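 Schedule: static 4 h at 37 °C with compound, 1 h detection; system: C. neoformans cells; benchmarks: Clomiphene as positive control; buffer or medium: fresh YPD medium; measure: luminescence rise reflecting yeast cell lysis; measured by: luminescent adenylate kinase detection reagent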
# The depositor's hits bear a star; u = inconclusive; x = not tested or not shown; & = joins results of further samples; [ ] = dose if it differs, or a comment.
SMILES,RAD52 anneal inh,ERAP1 HTS inh,miR-122 sensor,PGC1a acetyl inh,RAD54 branch,E-selectin induc,PglD DTNB,Cneo AK release
N#Cc1nc(-c2ccc(Cl)cc2)oc1NCC1CCCO1 (stereo not drawn),-7,-1,1,0,0,2.1,3,-2
CCOC(=O)N1CCC(NC(=O)CN2C(=O)C(CC)Oc3ccc(C)cc32)CC1 (stereo not drawn),x,x,-5,2,4,x,0,0
CO[C@@H]1CC[C@@H]2CCOc3ccc(C#N)cc3C(=O)N(C)CCCC(=O)N(C)C[C@H]1O2,-11,3,x,x,4,-0.1,-1,4
CCOc1ccc(N(CC(=O)NCCOc2ccc(C)cc2)S(=O)(=O)c2ccccc2)cc1,-4,-3,-7,x,-3,-0.2,-2,-1
O=C(c1ccc(S(=O)(=O)N2CCOCC2)cc1)N1CCc2ccccc21,-5,0,12,10,-9,0.1,0,-1
Cc1cc(Cl)cc(C)c1OCC(=O)NC1CCCCCC1,-11,-1,x,x,-9,-0.7,4,-5
Cc1ccc(S(=O)(=O)Cc2ccc(C(=O)NC3CCCCCC3)o2)cc1,5,1,10,-1,-5,0.5,-8,-1
COc1cc(/C=N/NC(=O)NC2CCCCC2)cc(OC)c1O,11,1,-6,7,x,0.1,-6,0
COc1ccc(S(=O)(=O)Nc2ccc3c(c2)C(=O)N([C@H](C)CO)C[C@H](C)[C@H](CN(C)C)OCCCC[C@@H](C)O3)cc1,4,2,-2[16.7 µM],0,1,-0.2,1,5
CC1CCCCN1C(=O)c1cc(S(=O)(=O)N2CCCCC2)c[nH]1 (stereo not drawn),-4,-3,8,-1,4,0.4,-1,1
O=C(NCCO)c1cccc(Nc2nc(-c3ccccc3)c3cc(Cl)ccc3n2)c1,x,x,-4,6,9,x,0,12
COc1ccc(CN(C)C[C@H]2OCCCC[C@@H](C)Oc3ccc(NS(C)(=O)=O)cc3C(=O)N([C@H](C)CO)C[C@H]2C)cc1,-16,0,-4[16.7 µM],-2,5,-0.3,-4,7
O=C(Nc1ccc(N2CCCC2)cc1)c1cc2ccccc2o1,-19,0,-5,-10,5,x,0,6
C[C@@H]1CN([C@@H](C)CO)C(=O)Cc2cc(NC(=O)Cc3ccccc3)ccc2O[C@H]1CN(C)C(=O)Nc1ccc(C(F)(F)F)cc1,0,-2,8[16.7 µM],-1,8,-1.8,8,58
COc1ccc([C@H]2CC(=O)C=C(c3cc(Br)ccc3OC)C2)cc1,0,-1,8,2,-1,0.5,-3,-2
CCCC(=O)Nc1ccc2c(c1)C(=O)N(C)[C@@H]1CC[C@H](CC(=O)NCCN3CCCCC3)O[C@@H]1CO2,4,0,-17[16.7 µM],1,-5,0.1,3,-3
Cc1ccc(CNC(=O)C2CC(c3ccccc3[N+](=O)[O-])=NO2)o1 (stereo not drawn),-7,2,x,x,-3,-0.1,-2,1
N#CC(Cc1cccs1)c1nc2ccccc2[nH]1 (stereo not drawn),-55,-2,4,1,7,-0.2,-5,2
COc1cccc(N2CCN(C(=O)c3cc(-c4ccccc4)nc4c3cnn4C(C)C)CC2)c1,-9,-1,-5,-15,-4,3.0,-7,2
CSc1ccccc1OCc1cc(C(=O)N(C)C(C)c2ccccn2)no1 (stereo not drawn),-3,0,3,-18,-6,-0.2,-1,1
CCc1cnc(N2[C@H](CO)[C@@H](c3ccc(-c4cccc(F)c4)cc3)[C@@H]2C#N)s1,0,3,x,-35,-7,-0.4,-3,-1
Cc1ccc(CNC(=S)NC2CCCCC2)cc1,8,0,x,x,0,0.0,3,1
O=S(=O)(O)c1nc2ccccc2n1Cc1ccc(Cl)cc1,x,x,1,u,-2,x,-3,-1
COc1ccccc1N(CC(=O)Nc1ccc(Br)cc1F)S(=O)(=O)c1cccs1,-10,1,3,-2,0,x,6,x
CCCCN(C(=O)C1CCCO1)c1c(N)n(CC(C)C)c(=O)[nH]c1=O (stereo not drawn),-9,-1,1,x,10,x,5,0

# Remaining list, next part
SMILES,RAD52 anneal inh,ERAP1 HTS inh,miR-122 sensor,PGC1a acetyl inh,RAD54 branch,E-selectin induc,PglD DTNB,Cneo AK release
Cc1ccc(CNC(=O)CCC2CCCN(C(=O)c3ccc4c(c3)OCO4)C2)o1 (stereo not drawn),1,4,-5,0,-1,0.5,4,4
CCN(CC)C(=O)N1CCN(C(=O)N2CCOCC2)CC1,0,x,-4,7,6,-1.0,-3,4
Cc1ccc(S(=O)(=O)NC(CC(C)C)C(=O)N2CCCCCCC2)cc1 (stereo not drawn),-3,-5,6,-64,x,-1.6,x,x
COc1ccccc1N1C(=O)N(C(C)=O)C2C1Nc1ccccc1N2C (stereo not drawn),-39,-1,1,0,3,x,4,0
Cc1ccc(OCc2nnc(SCC(=O)Nc3ccc4c(c3)OCO4)n2C)cc1,x,x,-4,1,1,x,2,8
CC1(C)CC(=O)c2c(oc3cc(O)c(O)cc23)C1,x,x,-27,x,-16,x,3,-1
COc1ccccc1NC(=O)N1CCCCN2[C@H](CO)[C@@H](c3ccc(C#CC4CCCC4)cc3)[C@@H]2C1,-7,-3,-3[16.7 µM],0,6,-0.8,-4,15
O=C(Nc1cccc(S(=O)(=O)Nc2ccccc2F)c1)c1ccc2ccccc2n1,-17,-2,x,2,x,1.9,x,x
O=C(COC(=O)c1ccccc1)NC1CCCCCC1,-13,6,x,3,-4,-0.3,-3,0
O=c1c(Sc2ccccc2)c(C(F)(F)F)[nH]n1-c1ccccc1,x,x,10,10,-15,x,1,2
O=C(NCc1ccccc1)C1CCC(CNc2c(N3CCCCC3)c(=O)c2=O)CC1 (stereo not drawn),10,3,0,4,-5,1.5,7,-2
COCCCOc1cc(NCc2ccccc2)c2ncn(C(C)C)c2c1,-33,3,x,x,-9&-5,x,0&-3,-45
Cc1ccc(S(=O)(=O)Nc2ccc(N3CCOCC3)cc2)cc1C,-8,0,x,x,0,x,3,2
CCC(=O)N1C[C@@H](C)[C@H](OC)CN(C)C(=O)c2ccc(NC(=O)Nc3cccc(F)c3)cc2OC[C@@H]1C,2,0,0[16.7 µM],3,-6,-0.1,0,-4
O=C(NNC(=O)C12CC3CC(CC(C3)C1)C2)c1ccccc1O,-12,2,11,-1,-6,x,-1,2
C[C@H]1COC(=O)[C@@H](Cc2ccc(F)cc2)C/C=C\C[C@@H](CC(=O)N[C@@H](CO)Cc2ccccc2)C(=O)N1,-1,1,x,x,-10,0.2,8,0
CO[C@@H]1CN(C)C(=O)c2ccc(NC(=O)Nc3ccc4c(c3)OCO4)cc2OC[C@@H](C)N(C)C[C@H]1C,x,x,10[16.7 µM],2,-8,1.4,3,-2
CC(=O)N(C)C[C@@H]1[C@@H](c2ccc(-c3ccccc3F)cc2)[C@@H](CO)N1C(C)=O,-34,-2,0[16.7 µM],-10,1,0.9,-1,-3
C[C@@H]1CN([C@H](C)CO)C(=O)Cc2cc(NC(=O)Nc3ccccc3)ccc2O[C@@H]1CN(C)Cc1ccc(C(=O)O)cc1,4,5,-7[16.7 µM],-1,0,x,4,-1
C[C@H](CO)N1C[C@H](C)[C@@H](CN(C)C(=O)C2CCC2)Oc2ncc(C#CC(C)(C)O)cc2C1=O,0,0,-5[16.7 µM],5,-3,1.0,2,-1
CC(=O)c1ccc(N(CC(=O)NC2CCCC2)C(=O)CNC(=O)c2cccs2)cc1,-8,-4,x,x,0,x,1,3
CCCCSc1oc(-c2ccco2)nc1S(=O)(=O)c1ccccc1,-42,4,7,-12,-8,-0.4,-4,-1
COc1cccc(CNC(=O)c2ccc(COc3ccccc3)cc2)c1,0,-2,x,x,3,-0.3,0,-3
N#CC1=C(SCc2ccccc2)NC(=O)CC1c1ccco1 (stereo not drawn),x,x,0,9,5,x,2,-4
Cc1cc(C)cc(NCc2cc(=O)oc3cc(-c4ccccc4)c(O)cc23)c1,x,x,-5,0,6,0.1,3,-2

# Some entries already given, showing only PGC1a acetyl inh and Cneo AK release.
compound | PGC1a acetyl inh | Cneo AK release
O=C(NNC(=O)C12CC3CC(CC(C3)C1)C2)c1ccccc1O | -1 | 2
C[C@H]1COC(=O)[C@@H](Cc2ccc(F)cc2)C/C=C\C[C@@H](CC(=O)N[C@@H](CO)Cc2ccccc2)C(=O)N1 | x | 0

# The list continues.
SMILES,RAD52 anneal inh,ERAP1 HTS inh,miR-122 sensor,PGC1a acetyl inh,RAD54 branch,E-selectin induc,PglD DTNB,Cneo AK release
COc1ccc(C(NC(=O)C2CCN(C/C=C/c3ccc(OC(C)=O)c(OC)c3)CC2)c2ccccn2)cc1 (stereo not drawn),-12,-1,0,-1,7,0.1,-2,2
CCCCC(=O)NC(=O)NC(c1ccccc1)c1ccccc1,-5,x,2,-6,3,0.3,-3,-1
Cc1nc(NC(=O)/C=C/c2ccccc2)sc1C(=O)Nc1ccccc1,x,x,-14,x,3,x,5,-4
CC(NC(=O)COC(=O)c1cc(NS(=O)(=O)c2ccc(Cl)c([N+](=O)[O-])c2)ccc1O)C1CC2CCC1C2 (stereo not drawn),x,x,-3,-1,-8,x,-2,0
O=C(O)CCSc1nc2ccccc2n1CCOc1ccccc1,-3,7,x,-1,-12,x,2,-2
Cc1ccc(NCc2nc(SCC(=O)Nc3ccccc3)n[nH]2)cc1,-5,9,2,-2,3,0.5,2,2
CNC[C@H]1Oc2ccc(NC(=O)C3CCCCC3)cc2CC(=O)N([C@H](C)CO)C[C@@H]1C,-85&-10,-4&-1,-2,-3&11,-6&5,-0.1&0.2,2&-3,-1&5
CC(C)NC(=O)N(C)C[C@H]1Oc2ccc(NS(C)(=O)=O)cc2C(=O)N([C@H](C)CO)C[C@H]1C,-9,-1,-6[16.7 µM],-3,-11,-0.1,1,-3
CCC1Oc2ccc(C)cc2N(CC(=O)N2CCOCC2)C1=O (stereo not drawn),-11,-3,-6,1,-1,x,-7,3

# Nothing new here: entries from further up.
SMILES,RAD52 anneal inh,ERAP1 HTS inh,miR-122 sensor,PGC1a acetyl inh,RAD54 branch,E-selectin induc,PglD DTNB,Cneo AK release
O=C(O)CCSc1nc2ccccc2n1CCOc1ccccc1,-3,7,x,-1,-12,x,2,-2
Cc1ccc(NCc2nc(SCC(=O)Nc3ccccc3)n[nH]2)cc1,-5,9,2,-2,3,0.5,2,2
CNC[C@H]1Oc2ccc(NC(=O)C3CCCCC3)cc2CC(=O)N([C@H](C)CO)C[C@@H]1C,-85&-10,-4&-1,-2,-3&11,-6&5,-0.1&0.2,2&-3,-1&5
CC(C)NC(=O)N(C)C[C@H]1Oc2ccc(NS(C)(=O)=O)cc2C(=O)N([C@H](C)CO)C[C@H]1C,-9,-1,-6[16.7 µM],-3,-11,-0.1,1,-3
CCC1Oc2ccc(C)cc2N(CC(=O)N2CCOCC2)C1=O (stereo not drawn),-11,-3,-6,1,-1,x,-7,3
